Runt-CBFb FRET: Runt domain-CBFb interaction inhibition; Q01196+Q13951; Cerulean-Runt/Venus-CBFb FRET ratio 530/480, 1 h; inhibition, % at 20 µM; 0.46% of 220,000 active;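 active = inhibition over about 50% at 20 µM in the single-dose screen, limit read from the data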;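 note: 0% = DMSO wells and 100% = excess unlabeled CBFb competitor control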
Target sequence (Q01196 whole entry, looked up, the tested form may be a part): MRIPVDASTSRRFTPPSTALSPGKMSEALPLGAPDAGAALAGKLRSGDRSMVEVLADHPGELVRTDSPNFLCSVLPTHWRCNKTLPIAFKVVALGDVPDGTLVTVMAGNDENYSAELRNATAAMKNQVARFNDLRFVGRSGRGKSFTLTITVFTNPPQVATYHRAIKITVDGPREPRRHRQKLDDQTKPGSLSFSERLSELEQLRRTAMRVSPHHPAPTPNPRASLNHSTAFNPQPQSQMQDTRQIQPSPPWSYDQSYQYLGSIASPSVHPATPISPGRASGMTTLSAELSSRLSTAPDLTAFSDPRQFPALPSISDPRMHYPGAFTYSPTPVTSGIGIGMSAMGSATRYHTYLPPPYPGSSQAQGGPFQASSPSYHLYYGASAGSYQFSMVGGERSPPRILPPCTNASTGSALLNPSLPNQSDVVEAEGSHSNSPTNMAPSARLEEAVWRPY
Target sequence (Q13951 whole entry, looked up, the tested form may be a part): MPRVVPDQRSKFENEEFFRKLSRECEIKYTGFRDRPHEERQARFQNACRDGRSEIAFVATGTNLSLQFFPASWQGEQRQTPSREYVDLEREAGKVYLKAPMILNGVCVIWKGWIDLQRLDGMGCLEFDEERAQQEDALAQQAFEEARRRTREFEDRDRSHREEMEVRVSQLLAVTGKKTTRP
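test system = Cerulean-tagged RUNX1 Runt domain (FRET donor) fusion protein | reagent = Venus-CBFb binding partner, 100 nM | incubation = protein complex preformed 1 h, compound exposure 1 h, room temperature, dark | detection = FRET fluorescence | read-out basis = loss of energy transfer signal | controls = 5 µM unlabeled CBFb as full-inhibition high control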
p97 ATPase inh: human p97 ATPase inhibition; P55072; recombinant p97 ATPase, Kinase-Glo ATP luminescence, 3 h; inhibition, % at 8 µM; 0.42% of 220,000 active; in the data active = inhibition above about 15%;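 note: 0% = DMSO vehicle and 100% = wells lacking enzyme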
Runt-SMMHC FRET: Runt domain-CBFb-SMMHC interaction inhibition; 0.74% of 220,000 active; Q01196+Q13951; inhibition, % at 20 µM; Cerulean-Runt/Venus-CBFb-SMMHC FRET ratio 530/480, 1 h;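 active = mean inhibition across duplicate retests at 20 µM reaching about 50%, limit read from the data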;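 note: 0% = DMSO wells and 100% = wells with excess untagged CBFb-SMMHC; inhibitors lower the FRET ratio by blocking Runt binding to CBFb-SMMHC; some results filed as inactive read as strong as hits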
NPY-Y2 PAM-ag: human NPY-Y2 potentiation or agonism, primary screen; 0.45% of 220,000 active; AID 1359; cells expressing NPY-Y2, potentiator/agonist read-out; activation, % at 3.6 µM; in the data active = activation above about 27%;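 note: cells stimulated with NPY near EC25 plus isoproterenol at EC100; 0% = vehicle plus submaximal agonist and 100% = vehicle plus saturating agonist; some results beyond the cut were filed as inactive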
NPY1 pot ag: human NPY-Y1 potentiation or agonism, primary screen. P25929. activation, % at 3.6 µM. NPY-Y1 expressing cells, potentiator/agonist activation. 0.37% of 220,000 active; in the data active = activation above about 33%, passing the limit was not always enough;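 note: cells stimulated with NPY at EC10 then isoproterenol at EC100; 0% = low agonist plus stimulus and 100% = saturating agonist plus stimulus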
Target sequence (P25929 whole entry, looked up): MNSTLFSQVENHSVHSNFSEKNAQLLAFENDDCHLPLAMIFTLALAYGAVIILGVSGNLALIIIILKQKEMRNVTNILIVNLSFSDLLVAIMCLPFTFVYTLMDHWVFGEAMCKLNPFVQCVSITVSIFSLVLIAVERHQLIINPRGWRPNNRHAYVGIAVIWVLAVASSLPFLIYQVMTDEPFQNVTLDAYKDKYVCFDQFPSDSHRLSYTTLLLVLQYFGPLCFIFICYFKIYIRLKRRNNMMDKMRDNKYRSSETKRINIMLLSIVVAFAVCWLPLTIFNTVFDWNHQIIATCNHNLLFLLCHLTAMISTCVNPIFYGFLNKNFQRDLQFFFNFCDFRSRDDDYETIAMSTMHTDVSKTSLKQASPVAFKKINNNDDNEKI
Mdm2 ligase inh: inhibitors of human Mdm2 E3 ubiquitin ligase; AID 1230; signal enhancement, % at 5 µM; cell-based MDM2 ubiquitination luciferase reporter, 2 h; 0 = plate control, 100 = twice control, blank-subtracted; 0.11% of 210,000 active;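 active = signal enhancement of 30% or more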;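 note: luminescence tracks abundance of the self-degrading MDM2-luciferase fusion protein; higher signal means inhibition of MDM2 E3 ligase activity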
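Material: Stable MDM2–luciferase fusion reporter cells | Amount: 2000 cells seeded into each well | Dosing: One concentration, 5 µM, with 0.2% DMSO | Incubation: 4 h cell settling then 2 h compound exposure, 37 °C | Measured by: Luciferase luminescence | Read-out basis: % enhancement relative to plate controls after blank subtraction | Benchmarks: Control and blank well means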
Hck Nef HTS: inhibitors of human Hck kinase activated by Nef; Recombinant Hck-YEEI plus Nef, Z-Lyte FRET kinase assay; inhibition, % at 20 µM; 0.68% of 220,000 active;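 active = Hck-Nef kinase inhibition above about 50%, limit read from the data; inactive = inhibition below that limit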;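 note: 0% = DMSO with Hck plus Nef and 100% = Hck alone without Nef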
NPY-Y1 antag: antagonists of human neuropeptide Y receptor Y1 | HEK293-CNG Y1 cells, membrane potential fluorescence; NPY at EC95, then isoproterenol | inhibition, % at 3.6 µM | 1% of 200,000 active | AID 1040;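 active = inhibition above the campaign mean inhibition of all tested compounds plus 3 SD, cut at about 20% in these data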;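 note: 0% = DMSO wells given NPY plus isoproterenol and 100% = isoproterenol alone without NPY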
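material = HEK293 cells with Y1 receptor plus CNG channel | also added = NPY 25 nM then isoproterenol 1 µM plus Ro 20-1724 25 µM | schedule = dye 3 h, compound 60 min room temperature, stimulation 45 min | measured by = membrane potential fluorescence | benchmarks = high control isoproterenol alone, low control NPY with isoproterenol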
RBBP9 inhibitor: blocks human serine hydrolase RBBP9 | O75884 | recombinant RBBP9, FP-Rh probe fluorescence polarization | inhibition, % at 7.94 µM | 0.2% of 220,000 active;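 active = inhibition above the campaign mean of all tested compounds plus 3 SD, cut at about 14% in these data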;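 note: plate controls were DMSO wells with RBBP9 for no effect and wells lacking RBBP9 protein for full effect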
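System: RBBP9 protein / Quantity: 2.5 µM RBBP9 dispensing solution, before mixing / Also added: Serine-hydrolase probe FP-Rh, 375 nM pre-mixing / Dosing: 7.94 µM single dose, 0.794% DMSO / Timing: enzyme-compound preincubation 30 min, then probe labeling 45 min, 25 °C / Signal: FP readout at 525/598 nm / Controls: DMSO-treated enzyme wells and wells lacking RBBP9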
Numbers without * were called inactive; nt = not tested or not shown. Outcome played no part in choosing rows; overall some 3.5% were active at least once.

SMILES | Runt-CBFb FRET | p97 ATPase inh | Runt-SMMHC FRET | NPY-Y2 PAM-ag | NPY1 pot ag | Mdm2 ligase inh | Hck Nef HTS | NPY-Y1 antag | RBBP9 inhibitor
CN1CC2CCCC3(C1)C(=O)NC1(CCCCC1)N=C23 (stereo unspecified) | -1 | 3 | 5 | 1 | 3 | -14 | -1 | 3 | -1
O=C(Nc1ccc2c(c1)OCCO2)Nc1ccc2c(c1)OCO2 | 1 | -1 | 0 | -6 | -2 | -62 | -4 | 0 | 10
O=C(O)c1ccc2c(c1)C(=O)N(c1ncccn1)C2=O | -2 | -1 | -1 | 1 | -5 | -7 | -8 | -6 | 0
CCOC(=O)N1CCN(c2nc(-c3cccs3)cc(C(F)(F)F)n2)CC1 | nt | 0 | -5 | -10 | -22 | 5 | 0 | 0 | -8
Cc1ccccc1-c1cc2c(nn1)-c1ccccc1C2=O | 22 | 4 | -3 | -2 | -8 | -18 | 16 | 9 | -3
Cc1ccc2nc(NCc3ccccc3)c(C=O)c(=O)n2c1 | -1 | 2 | 4 | -4 | 0 | 15 | -17 | -2 | -7
COc1cc2c(C)nc3c(cnn3-c3ccccc3)c2cc1OC | -1 | 4 | 1 | -1 | 6 | nt | 16 | -1 | 4
CCOC(=O)c1cc(-c2ccccc2)sc1NC(=O)CN1C(=O)NC(CC)(c2ccccc2)C1=O (stereo unspecified) | -4 | 0 | -8 | -5 | -29 | -13 | 3 | 6 | -10
O=C(NCS(=O)(=O)c1ccccc1)c1ccccc1 | 0 | -8 | -2 | -8 | -12 | 0 | -2 | 6 | -11
Cc1ccc(NC(=O)OCc2cc(-c3ccccc3)on2)cc1 | 1 | -1 | -2 | -14 | -9 | -6 | 5 | 12 | 1
O=c1c2ccccc2nc2c3ccccc3ncn12 | 1 | -7 | 0 | -2 | -26 | nt | 0 | 0 | -13
CC(=O)N1N=C(c2cccc(NS(C)(=O)=O)c2)CC1c1cccs1 (stereo unspecified) | 0 | -1 | 4 | -2 | 0 | -1 | 25 | 4 | -9
O=C(CSc1ccc2ccccc2c1)NC1CCCc2ccccc21 (stereo unspecified) | -1 | -4 | -1 | -17 | -26 | -15 | 3 | -6 | -9
O=C(CCN1C(=O)S/C(=C/c2ccc(Cl)cc2)C1=O)N1CCOCC1 | -2 | -1 | 2 | 5 | -1 | 0 | 3 | -1 | -6
COc1ccc(C2CC(=O)CC(=O)C2n2cncn2)cc1 (stereo unspecified) | -1 | 3 | 1 | 9 | -7 | 2 | 1 | 5 | 6
CCn1c2ccccc2c2cc(/C(C)=N/O)ccc21 | 4 | -4 | 1 | -20 | 7 | -21 | 1 | -1 | -9
CC(C)S(=O)(=O)c1ccc(C(=O)Nc2ccc(F)cc2F)cn1 | 1 | 1 | 0 | 3 | 8 | -19 | 3 | 2 | 4
COc1ccc(-c2nc3c(n2O)CCc2c-3no[n+]2[O-])cc1 | 3 | -1 | 4 | -3 | 13 | nt | 24 | nt | -8
CC(C)NC(=O)Cn1cnc2c1c(=O)n(C)c(=O)n2C | 0 | -4 | -4 | 1 | -44 | -2 | 10 | 1 | -6
COc1ccc(N2C(=O)C(Cl)=C(NCc3ccccc3)C2=O)cc1 | 1 | -1 | -4 | -6 | -34 | -10 | -2 | 6 | -1
CCOC(=O)/C=c1\s/c(=C\c2ccccc2OC)c(=O)n1CC(=O)N1CCOCC1 | -10 | 5 | 6 | -3 | -21 | -19 | 6 | 2 | -2
CCOc1ccc(N(CC(=O)Nc2nccs2)S(=O)(=O)c2c(C)[nH]c(=O)[nH]c2=O)cc1 | 0 | 4 | 2 | 4 | 3 | -12 | 24 | -2 | -8
CCOC(=O)c1c(NC(=O)CSc2nnc3c(n2)[nH]c2ccccc23)sc2c1CCN(C)C2 | nt | 2 | nt | -25 | -35 | nt | 4 | 8 | -8
CCCN(Cc1cc2cccc(C)c2[nH]c1=O)S(C)(=O)=O | 0 | -5 | 1 | 4 | -1 | -8 | -2 | 1 | 0
COc1ccc(-c2nnc(-c3cccs3)o2)cc1OC | 1 | 3 | 0 | -4 | -4 | -20 | 1 | 3 | 3

Carrying on:
SMILES | Runt-CBFb FRET | p97 ATPase inh | Runt-SMMHC FRET | NPY-Y2 PAM-ag | NPY1 pot ag | Mdm2 ligase inh | Hck Nef HTS | NPY-Y1 antag | RBBP9 inhibitor
CCCCN(Cc1ccccc1)c1ncnc2nc[nH]c12 | 0 | -2 | -1 | 17 | 21 | -15 | -6 | -4 | -5
Cc1ccc2[nH]c3c(N4CCN(Cc5ccccc5)CC4)ncnc3c2c1 | 0 | -3 | 2 | -2 | -12 | -24 | 2 | -8 | -6
COc1ccc(CNC(=O)COC(=O)c2c(-c3c(F)cccc3Cl)noc2C)cc1OC | 0 | -4 | -2 | 6 | 17 | -17 | 0 | -1 | -11
CCOC(=O)c1c(-c2ccc(C)o2)csc1NC(=S)NC(=O)N(C)C | 36 | -2 | 37 | -16 | -14 | -9 | 1 | 3 | -44
COc1ccsc1C(=O)N1CCN(Cc2ccc3c(c2)OCO3)CC1 | 3 | 3 | -1 | -1 | -1 | -5 | 8 | 3 | 0
O=C(Nc1cccc(Oc2c(F)c(F)c(F)c(F)c2F)c1)N1C[C@@H]2C[C@@H](C1)c1cccc(=O)n1C2 | -3 | 1 | -2 | -2 | -11 | 13 | -2 | 7 | -4
CC(C)(C)C(=O)c1cnc(Nc2ccccc2Cl)s1 | 0 | -8 | -1 | -17 | -9 | -16 | 1 | 2 | -6
Cc1cc(NC2CCCCC2)n2c(n1)nc1ccccc12 | -1 | -1 | 4 | -5 | -12 | -15 | 6 | 6 | -8
O=C(NP(=O)(N1CCCC1)N1CCCC1)C1=C(N2CCOCC2)/C(=C/c2cccc([N+](=O)[O-])c2)CC1 | -1 | 3 | -1 | 6 | -6 | -5 | 14 | 0 | -13
O=C(C1COc2ccccc2O1)N1CCN(c2ccccc2Cl)CC1 (stereo unspecified) | -1 | 3 | 1 | -4 | 7 | -4 | 18 | 0 | -10
CC(C)Sc1nc2c([nH]c3ccccc32)c(=O)n1C | -3 | 4 | -3 | -6 | 16 | -12 | 18 | 0 | -4
O=C(Nc1cccnc1)c1ccc(NS(=O)(=O)c2cc([N+](=O)[O-])ccc2Cl)cc1 | 0 | -1 | -6 | -16 | -20 | -7 | 29 | nt | -4
CCOc1ccccc1C1C(C(=O)OC)=CN(C)C=C1C(=O)OC | 10 | 3 | 42 | 7 | 11 | 4 | 72* | -11 | 10
O=C(NCc1ccccn1)C(F)(F)C(F)(F)C(=O)NCc1ccccn1 | -1 | 5 | -5 | 7 | 2 | -13 | 1 | 0 | 3
Cc1cccc(C)c1OCC(=O)N/N=C/c1ccc2c(c1)OCO2 | 0 | -3 | 2 | -11 | -21 | 5 | 0 | 12 | -11
Cc1ccc(SC(C)C(=O)N2CCCC2)cc1 (stereo unspecified) | 0 | -2 | 4 | 3 | -8 | 6 | 1 | 6 | 2
Cc1nnc(SCC(=O)Nc2sc3c(c2C(=O)c2ccccc2)CCCC3)s1 | -1 | -2 | -3 | -13 | -19 | -14 | -2 | 12 | -10
COc1ccc(Nc2ncnc3sc(-c4ccccc4)cc23)c(OC)c1 | 2 | 3 | 3 | 1 | 3 | -17 | -28 | nt | -4
CN(Cc1cn[nH]c1-c1ccc(-c2ccccc2)cc1)CC1CCOCC1 | 2 | 2 | 3 | -16 | 17 | -8 | 17 | nt | -3
O=C(O)c1cc(-c2ccc(/C=C3\NC(=O)N(c4ccc(Cl)cc4)C3=O)o2)ccc1Cl | 18 | 4 | 81* | 8 | -13 | -2 | 8 | -1 | -9
CC(CCO)Nc1nc2c(c(=O)n(C)c(=O)n2C)n1Cc1cccc(Br)c1 (stereo unspecified) | -1 | 1 | -3 | -11 | -26 | 15 | 7 | 10 | 3
O=C1c2ccccc2C(=O)C12OC2c1cccc2ccccc12 (stereo unspecified) | 1 | 7 | 1 | 6 | 14 | -1 | 3 | -1 | 3
CC[C@H](C)NC(=O)CCCCCn1c(=S)[nH]c2c([nH]c3ccc(OC)cc32)c1=O | -2 | -4 | 0 | -2 | -13 | -18 | 52* | 1 | -10
CCOC(=O)Cn1cc(C#N)c2cccc(CC)c21 | -3 | 7 | 3 | 6 | 13 | -43 | 7 | 7 | -2

An excerpt of these results, with two lines to a compound.
Fields – Runt-CBFb FRET, p97 ATPase inh, Runt-SMMHC FRET, NPY-Y2 PAM-ag, NPY1 pot ag, Mdm2 ligase inh, Hck Nef HTS, NPY-Y1 antag, RBBP9 inhibitor
> CCCCN(Cc1ccccc1)c1ncnc2nc[nH]c12
→ 0, -2, -1, 17, 21, -15, -6, -4, -5
> Cc1ccc2[nH]c3c(N4CCN(Cc5ccccc5)CC4)ncnc3c2c1
→ 0, -3, 2, -2, -12, -24, 2, -8, -6
> COc1ccc(CNC(=O)COC(=O)c2c(-c3c(F)cccc3Cl)noc2C)cc1OC
→ 0, -4, -2, 6, 17, -17, 0, -1, -11
> CCOC(=O)c1c(-c2ccc(C)o2)csc1NC(=S)NC(=O)N(C)C
→ 36, -2, 37, -16, -14, -9, 1, 3, -44
> COc1ccsc1C(=O)N1CCN(Cc2ccc3c(c2)OCO3)CC1
→ 3, 3, -1, -1, -1, -5, 8, 3, 0
> O=C(Nc1cccc(Oc2c(F)c(F)c(F)c(F)c2F)c1)N1C[C@@H]2C[C@@H](C1)c1cccc(=O)n1C2
→ -3, 1, -2, -2, -11, 13, -2, 7, -4
> CC(C)(C)C(=O)c1cnc(Nc2ccccc2Cl)s1
→ 0, -8, -1, -17, -9, -16, 1, 2, -6
> Cc1cc(NC2CCCCC2)n2c(n1)nc1ccccc12
→ -1, -1, 4, -5, -12, -15, 6, 6, -8
> O=C(NP(=O)(N1CCCC1)N1CCCC1)C1=C(N2CCOCC2)/C(=C/c2cccc([N+](=O)[O-])c2)CC1
→ -1, 3, -1, 6, -6, -5, 14, 0, -13
> O=C(C1COc2ccccc2O1)N1CCN(c2ccccc2Cl)CC1 (stereo unspecified)
→ -1, 3, 1, -4, 7, -4, 18, 0, -10

Compound activity (PubChem)
